# KDM5B inhibitor: Primary screen for KDM5B Histone Demethylases FDH-coupled qHTS. Lysine-specific demethylase 5B (Homo sapiens), Q9UGL1. KDM5B demethylase, FDH-coupled NADH fluorescence (FDH is formaldehyde dehydrogenase). Potency, µM (titrated, usually from 57.7 µM), without a hit: at the highest dose activity change, negative = inhibition, usual class: inhibitors. 220,000 tested, 2.6% active; active = well fitted inhibition curve with a large enough effect; inconclusive = small, poorly fitted or top-dose-only effect; inactive = no such curve, though single readings can be large or run the other way; note: 0% is about no effect; nearly all actives have a fitted effect of over 70% in size
# Target sequence (Q9UGL1 whole entry, looked up): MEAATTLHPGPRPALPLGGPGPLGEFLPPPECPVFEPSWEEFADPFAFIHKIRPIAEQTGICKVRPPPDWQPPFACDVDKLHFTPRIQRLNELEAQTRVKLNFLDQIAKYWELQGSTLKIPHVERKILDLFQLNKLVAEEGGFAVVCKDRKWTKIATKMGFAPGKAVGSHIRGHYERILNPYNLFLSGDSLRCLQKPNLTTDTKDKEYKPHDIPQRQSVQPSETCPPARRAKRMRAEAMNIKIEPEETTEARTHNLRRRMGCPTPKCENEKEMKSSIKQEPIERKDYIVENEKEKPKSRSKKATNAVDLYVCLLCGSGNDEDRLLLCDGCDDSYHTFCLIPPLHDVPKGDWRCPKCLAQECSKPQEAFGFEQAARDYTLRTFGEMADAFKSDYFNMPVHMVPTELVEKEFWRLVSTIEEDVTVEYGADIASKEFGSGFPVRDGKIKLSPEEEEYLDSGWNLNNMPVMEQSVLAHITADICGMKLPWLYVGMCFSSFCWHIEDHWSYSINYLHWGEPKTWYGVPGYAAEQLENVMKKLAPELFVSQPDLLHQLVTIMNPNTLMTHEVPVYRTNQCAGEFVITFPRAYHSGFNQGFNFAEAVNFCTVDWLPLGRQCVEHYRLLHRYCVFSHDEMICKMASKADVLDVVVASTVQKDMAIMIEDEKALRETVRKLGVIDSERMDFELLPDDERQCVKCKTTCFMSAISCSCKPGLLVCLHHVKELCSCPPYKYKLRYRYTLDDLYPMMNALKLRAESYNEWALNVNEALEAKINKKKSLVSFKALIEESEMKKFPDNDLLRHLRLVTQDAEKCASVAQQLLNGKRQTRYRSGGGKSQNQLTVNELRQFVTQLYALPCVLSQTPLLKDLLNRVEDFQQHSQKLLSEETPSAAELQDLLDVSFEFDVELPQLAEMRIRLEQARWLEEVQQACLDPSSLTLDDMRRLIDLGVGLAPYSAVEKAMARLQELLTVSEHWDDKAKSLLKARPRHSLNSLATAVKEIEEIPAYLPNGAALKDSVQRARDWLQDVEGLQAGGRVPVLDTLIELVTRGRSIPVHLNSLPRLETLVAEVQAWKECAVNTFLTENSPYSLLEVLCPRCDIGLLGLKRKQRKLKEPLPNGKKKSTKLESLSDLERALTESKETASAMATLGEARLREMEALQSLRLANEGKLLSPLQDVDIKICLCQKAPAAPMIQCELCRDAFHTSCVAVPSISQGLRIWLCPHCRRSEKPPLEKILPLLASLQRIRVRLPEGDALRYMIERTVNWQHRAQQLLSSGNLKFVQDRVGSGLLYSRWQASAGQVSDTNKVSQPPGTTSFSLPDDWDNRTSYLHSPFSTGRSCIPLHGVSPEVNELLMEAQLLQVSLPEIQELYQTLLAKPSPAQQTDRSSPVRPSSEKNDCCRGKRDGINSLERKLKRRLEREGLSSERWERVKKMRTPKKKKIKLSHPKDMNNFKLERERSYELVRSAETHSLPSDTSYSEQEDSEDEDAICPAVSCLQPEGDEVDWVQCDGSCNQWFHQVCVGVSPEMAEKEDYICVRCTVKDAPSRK
#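 qHTS format, multiple compound concentrations. Buffer 50 mM HEPES pH 7.5/0.01% Tween-20; 200 nM KDM5BΔAP final; 10 min compound preincubation; substrate-mix levels 12.5 µM peptide, 25 µM α-KG, 0.25 mM NAD⁺; 30 min RT; ΔRFU.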
# Active calls of the source: *; i = inactive; u = inconclusive; [ ] = another dose, or the depositor's remark. Potency is the fitted concentration of half-maximal effect. Only part of the results is shown; rates above refer to the full screens.
SMILES,KDM5B inhibitor
Cc1ccccc1NC(=O)c1sc2c(c1C)C(c1ccncc1)CC(=O)N2 (stereo not given),-2%
CC1CCC(NC(=O)C23CC4CC(CC(Cl)(C4)C2)C3)CC1 (stereo not given),-11%
COc1ccccc1-c1nc(N2CCOCC2)cc2c1CN(Cc1cnn(C)c1)C2=O,35µM*
CCOCCCNC(=O)c1ccccc1C,17%
CN(CCc1ccccc1)Cc1cc(C(=O)N2CCOc3ccccc3C2)no1,-2%
COCc1noc([C@@H]2CN(Cc3ccncc3F)C[C@H]2COC)n1,11%
Cc1cccc(C(=O)C2CCN(S(=O)(=O)c3ccc(C(=O)O)cc3)CC2)c1,23%
Cc1ccc(S(=O)(=O)N(C)C)cc1NC(=O)CN1C(=O)NC(Cc2c[nH]c3ccccc23)C1=O (stereo not given),10%
COc1ccc(Cl)cc1N(C(=O)c1ccco1)C(C(=O)NC1CCCC1)c1ccncc1 (stereo not given),19%
COc1ccccc1/C=C/CN1CCNC(=O)C1CC(=O)N(C)Cc1ccc(C)cc1 (stereo not given),-21%
COc1ccc(CNC2(Cc3cc(C(=O)N4CCCCC4)on3)COC2)cc1,u
CN1[C@@H](CCC(=O)NCc2cccnc2)CNC(=O)[C@@H]2[C@H]1CCN2C1CCCCC1,u
CSCC(=O)N[C@@H]1CN(Cc2cccnc2)C[C@H]1CN(C)C,8%
CCOc1ccc(NC(=O)CC2C(=O)N(c3ccc(C)cc3)C(=O)N2Cc2ccc(OC)cc2)cc1 (stereo not given),-24%
CN(C)C1CCCN(C(=O)c2csc3c2CCCC3)CC1 (stereo not given),-14%
COc1ccccc1N(C)S(=O)(=O)c1ccc(C(=O)Nc2ccc(C(C)C)cc2)cc1,-32%
CCn1c(-c2ccccc2)nn(CC(=O)NCCc2ccc(C)o2)c1=O,u
CCCOc1ccc(CNC(=O)c2oc3ccc4c(c3c2C)C(=O)CC(C)(CC)O4)cc1 (stereo not given),-19%
CC(CC(=O)Nc1cnc2ccccc2c1)c1ccccc1 (stereo not given),-10%
CC1(C)N=C(c2ccccc2)C(=O)N1CC(=O)N1CCN(c2ccccc2F)CC1,16%
O=S(=O)(NCCN1CCOCC1)c1ccc(F)c(Cl)c1,u
O=C1CCN(S(=O)(=O)c2ccccc2)CCCC(C(=O)NCc2ccc(F)cc2)CCN1 (stereo not given),-2%
CCN(CC)C(=O)c1ccc(-c2cccs2)s1,u
CC(O)CNc1nc2c(c(=O)n(C)c(=O)n2C)n1Cc1ccc(F)cc1 (stereo not given),-3%
CCC(NC(=O)CC1C=CCC1)C12CC3CC(CC(C3)C1)C2 (stereo not given),33%[activator]
CCOc1cc(C(=O)Nc2cccc(Cl)c2N2CCCC2)cc(OCC)c1OCC,8%
CCC(O)c1cc2n(n1)CCN(c1nc(-c3ccccc3)nc3c1CCC3)C2 (stereo not given),-1%
Cc1cn(C)c(CC(=O)NCc2ccc(F)cc2)c1C(=O)O,1%
COc1ccc(N2CCN(C(=O)c3ccccc3N(C)S(=O)(=O)c3ccc(C)cc3)CC2)cc1,-26%
Cc1ccc(C)c(S(=O)(=O)c2nnn3c2nc(NCc2ccc(F)cc2)c2sccc23)c1,-14%
COc1ccc(C(=O)NC(C(=O)N2CCCCC2)C2CCN(C(=O)C3CC3)CC2)cc1 (stereo not given),-12%
COc1cc(OC)cc(C(=O)Oc2cccc3ccc(C)nc23)c1,u
CC(On1nnc2ccccc21)C(=O)Nc1ccc(Cl)cc1Cl (stereo not given),14%
Cc1ccc(-c2cc(C(=O)NC(C)C)c3ccccc3n2)cc1C,u
O=C(c1cc(NC2CCCCCC2)nc2ccccc12)N1CCOCC1,u
CC(C)c1ccccc1NC(=O)CCc1ncc(-c2ccccc2)o1,11%
Cc1cc(OCCn2c(CNC(=O)c3ccco3)nc3ccccc32)ccc1Cl,1%
CNS(=O)(=O)c1cccc(C(=O)NCC2(c3ccccc3)CCC2)c1,17%
CCCOc1cccc(C2C(C(=O)c3ccco3)=C(O)C(=O)N2c2nnc(C)s2)c1 (stereo not given),-21%
CCC(/C=N/NC(N)=O)=C\c1ccccc1,7%
COCCNC(=O)c1nc(-c2ccc([S+](C)(=O)[O-])cc2)c2ccccn12,i
COc1ccc(C(=O)N2CCCC(c3nc(-c4cccnc4)no3)CCNC(=O)CC2)cn1 (stereo not given),23%
CCc1ocnc1C(=O)N1C[C@H]2OC(=O)N(CCCN3CCOCC3)[C@H]2C1,18%
O=[N+]([O-])c1cc(S(=O)(=O)Nc2ccccc2)ccc1N/N=C1/CC2CC=CC12 (stereo not given),-15%
O=C(/C=C/c1csc(-c2ccc(F)cc2)n1)N1CCN(c2cccc(C(F)(F)F)c2)CC1,9%
Cc1nn(C(=O)c2cccc(F)c2)c(C)c1S(=O)(=O)N1CCCCCC1,-16%
C=CCNC(=O)c1cnn2c1CN(C(=O)c1cccnc1)CC2,8%[149 µM]
O=C(Nc1ccc2oc(=O)ccc2c1)c1cc(Cl)ccc1Cl,u
CC(C)NC(=O)CSc1nc(-c2ccccc2)[nH]c1S(=O)(=O)c1ccccc1,12%
CC(C)(C)CC(=O)N1CCCC(CN2CCN(c3ccccn3)CC2)C1 (stereo not given),-8%
CCOc1ccccc1C1NC(=O)N(CC(=O)Nc2cccc(OC)c2)C2=C1C(=O)OC2 (stereo not given),-7%
CC(C)NC(=O)NC[C@H]1O[C@@H]2C[C@@H](CC(=O)N3CCOCC3)O[C@@H]2[C@@H]1O,8%[86.2 µM]
CCCCN(Cc1cc2ccccc2[nH]c1=O)S(C)(=O)=O,-12%
O=C1Nc2ccc(-c3cccc(C(F)(F)F)c3)cc2C(=O)N2CCN(C(=O)C3CCNCC3)C[C@H]12,u
COc1ccc(NC(=O)CCSc2nnc3scc(-c4ccc(Cl)cc4)n23)cc1,-16%
COc1cc(OC)c(C2SCCN2S(=O)(=O)c2ccc3ccccc3c2)cc1OC (stereo not given),-19%
Cc1cc(C)c(S(=O)(=O)NCCc2sc3nc(-c4ccc(F)cc4)nn3c2C)c(C)c1,-14%
CC(=O)c1cc(CN2CCC(n3nccc3NC(=O)c3ccccc3C)CC2)cs1,8%
Cn1nc(C(=O)NCc2ccc(S(N)(=O)=O)cc2)c2ccccc2c1=O,13%
COc1ccc(CNS(=O)(=O)c2cc3c4c(c2)CCN4C(=O)CC3)cc1,u

# Some of the entries so far, with the structure last.
KDM5B inhibitor | compound
8%[149 µM] | C=CCNC(=O)c1cnn2c1CN(C(=O)c1cccnc1)CC2
8%[86.2 µM] | CC(C)NC(=O)NC[C@H]1O[C@@H]2C[C@@H](CC(=O)N3CCOCC3)O[C@@H]2[C@@H]1O
23% | COc1ccc(C(=O)N2CCCC(c3nc(-c4cccnc4)no3)CCNC(=O)CC2)cn1 (stereo not given)
-12% | CCCCN(Cc1cc2ccccc2[nH]c1=O)S(C)(=O)=O
-14% | Cc1cc(C)c(S(=O)(=O)NCCc2sc3nc(-c4ccc(F)cc4)nn3c2C)c(C)c1
u | COc1ccc(CNS(=O)(=O)c2cc3c4c(c2)CCN4C(=O)CC3)cc1
18% | CCc1ocnc1C(=O)N1C[C@H]2OC(=O)N(CCCN3CCOCC3)[C@H]2C1

# In another format: 3 of the compounds above
canonical_smiles | KDM5B inhibitor
CCc1ocnc1C(=O)N1C[C@H]2OC(=O)N(CCCN3CCOCC3)[C@H]2C1 | 18%
O=[N+]([O-])c1cc(S(=O)(=O)Nc2ccccc2)ccc1N/N=C1/CC2CC=CC12 (stereo not given) | -15%
O=C(/C=C/c1csc(-c2ccc(F)cc2)n1)N1CCN(c2cccc(C(F)(F)F)c2)CC1 | 9%

# Of the compounds above, two have a COOH group:
SMILES,KDM5B inhibitor
Cc1cccc(C(=O)C2CCN(S(=O)(=O)c3ccc(C(=O)O)cc3)CC2)c1,23%
Cc1cn(C)c(CC(=O)NCc2ccc(F)cc2)c1C(=O)O,1%

# (list continues)
SMILES,KDM5B inhibitor
O=C(O)c1cc(-c2cccs2)nc2ccc(Cl)cc12,i
Cc1cc(C)cc(NC(=O)C2=Cc3sc4c(c3CS2)CCCC4)c1,-25%
O=C(CC1C(=O)NCCN1C(=O)CN1CCN(CCO)CC1)Nc1ccc(F)cc1 (stereo not given),26%
CN(C)c1ccc(-c2noc(C3CC(=O)N(c4ccc5c(c4)OCCO5)C3)n2)cc1 (stereo not given),-28%
CCN1CCN(c2ncc3c(n2)CCN(Cc2ccc(Br)s2)C3)CC1,u
NC(=O)c1ccc(CC2CCN(C(=O)C3CCC3)CC2)cc1,-6%
O=C(OCc1nc2ccccc2o1)c1cccc(S(=O)(=O)N2CCCCCC2)c1,34%[activator]
CCCCCn1nc(C(=O)OCc2nc(N)nc(Nc3ccccc3)n2)c2ccccc2c1=O,-3%
Cc1oc(C(O)c2ccccc2F)nc1C(=O)Nc1ccc2c(c1)NC(=O)CO2 (stereo not given),-12%[86.2 µM]
CCCNC(=O)N1CCCC(c2nc(CCOc3cccc(C)c3)no2)C1 (stereo not given),28%
Cn1ncc2c(NCc3cccc(Cl)c3)ncnc21,-18%
CC1(COc2cccnc2)COc2ccc(C(=O)N3CCOCC3)cc2N1 (stereo not given),-9%[86.2 µM]
C/C(CCc1oc2ccc(Br)cc2c1-c1ccc(C)o1)=N\O,u
COc1ccc(C(=O)N2CCC[C@H]2c2nc(-c3ccc(F)cc3)no2)c(OC)c1,-4%
Cc1cc(=O)n(CC(=O)Nc2ccc(N(C)C)cc2)c(-c2ccc(Cl)cc2)n1,-4%
CC1CCC(c2nnc(-c3ccccc3Cl)o2)CC1 (stereo not given),9%
COc1ccc(NC(=O)CCc2ccccc2)cc1S(=O)(=O)N1CCOCC1,19%
C[C@]1(O)CCN(C(=O)CC(c2ccccc2)c2ccccc2)C[C@@H]1O,-11%
Cc1[nH]c(SCC(=O)NCCc2ccc3c(c2)OCCO3)nc1Cc1ccccc1,u
CCOCCCn1c(SCC(=O)Nc2ccc(OC)cc2OC)nc2ccccc2c1=O,-10%
COc1ccc(-c2[nH]ncc2CN2CCC(C(=O)c3ccc(F)cc3)CC2)cc1,19%
N#C/C(=C(/O)c1cccc(F)c1)c1nc2ccccc2s1,-5%
Cc1ccc(NC(=O)Nc2nnc(N(C)Cc3ccccc3)s2)cc1,7%
O=C(c1cc(C2CC2)[nH]n1)N1CCC2(CC1)NC(=O)N(c1cccc(F)c1)N2,-3%
CCN(CC)CCCNC(=O)CCCn1ncn2c(cc3occc32)c1=O,1%
COc1ccc2c(c1)CCN=C2C[C@H]1CN(C(=O)c2cccc(F)c2)CC[C@H]1CC(=O)O,u
CCOc1ccc(S(=O)(=O)N2CCCC(C(=O)NCC3CCCO3)C2)cc1 (stereo not given),23%
Cc1ccccc1S(=O)(=O)N1CCC(CCC(=O)O)CC1,-8%
CCc1nc2c(c(-c3ccc(Cl)cc3)n1)CCN(Cc1ccsc1)CC2,-4%
COC(=O)c1ccccc1Nc1ccnc(Cl)n1,-5%
COc1cncc([C@@H](NC(=O)c2cccc(-n3cccn3)c2)C2CC(O)C2)c1 (stereo not given in full),10%
CCn1nccc1C(=O)N1CCC2(CC1)c1[nH]c3ccc(OC)cc3c1CCN2C,u
CN(CC(=O)Nc1cccc(C#N)c1)S(=O)(=O)c1cc2c(cc1Cl)NC(=O)CO2,-6%
Cc1[nH]c(=O)c(C#N)cc1C(=O)N1CCCC2(CCC(=O)N(C3CC3)C2)C1 (stereo not given),28µM*
COC(=O)C1=C(C)N=C2SC=C(CC(=O)NCc3cccc(F)c3)N2C1c1ccccc1 (stereo not given),u
COc1ccc(NC(=O)CN2C(=O)NC3(CCCCC3)C2=O)cc1,-3%
COCCN1C(=O)c2cccn2CC1CNS(=O)(=O)c1ccc(F)cc1 (stereo not given),-19%
C[S+](=O)([O-])N1CCC(Cn2ccc3c(N4CCOCC4)nc(-c4cncnc4)cc32)CC1,u
O=C(CNS(=O)(=O)Cc1ccccc1)NCc1ccccc1,25%
CC1=C[C@@H](CN2CCC(C(N)=O)CC2)[C@H](C(C)C)C[C@H]1Cc1nnc(-c2ccncc2)o1,16%[86.2 µM]

# In the list so far, two have a CF3 group.
SMILES,KDM5B inhibitor
O=C(/C=C/c1csc(-c2ccc(F)cc2)n1)N1CCN(c2cccc(C(F)(F)F)c2)CC1,9%
O=C1Nc2ccc(-c3cccc(C(F)(F)F)c3)cc2C(=O)N2CCN(C(=O)C3CCNCC3)C[C@H]12,u

# New compounds follow
SMILES,KDM5B inhibitor
C=CCN(C)CC#Cc1ccc(OC)cc1,-11%
CSc1ccc(CCNC(=O)CN2C(=O)COc3ccc(S(=O)(=O)N4CCCC4)cc32)cc1,u
O=C1N(Cc2cccc(F)c2F)CCCC1(O)CN1CCOCC1 (stereo not given),-30%
CCNC(=O)N1CCCCCNC(=O)[C@@H]2CCC[C@@H]21,19%
O=C1COc2cc(S(=O)(=O)CCC(=O)NC3CCCCC3)c(Cl)cc2N1,-18%
COc1ccc(CNC(=O)c2cc3c(N4CCSCC4)nc(C)cn3n2)c(OC)c1,u
COCCN1Cc2ccc(NCc3ccccc3)nc2C(C)(C(=O)N(C)CCOC)C1 (stereo not given),35µM*
O=C(c1cccc(S(=O)(=O)NC2CC2)c1)N1CCN(c2ccccc2F)CC1,2%
Cc1cc(SCC(=O)NC2CC2)nc2ccccc12,5%
O=C(Nc1nonc1-c1ccc(Cl)cc1)c1ccc(Cl)cc1,13%
COc1ccc(CNC(=O)C2CCN(S(=O)(=O)c3ccc4c(ccn4C)c3)CC2)cc1,u
C=C(C)COc1ccc2c(C)c(CCC(=O)Nc3nc4ccccc4[nH]3)c(=O)oc2c1,-6%
COCCCNC(=O)c1ccc(NC(=O)N2CCCCc3ccccc32)cc1,1%
